Bioassay records: PubChem BioAssay, Broad Institute
ARNT-TACC3 inh: ARNT/TACC3 interaction disruption; Q9Y6A5; AlphaScreen His-ARNT PAS-B/GST-TACC3 binding, luminescence; TACC3 fragment carries E629A point mutation; inhibition, % at 9.99 µM; 390,000 tested, 0.66% active;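 active means mean inhibition of replicates at least 50% and at least half of replicates each reaching 50%; inconclusive means half or more replicates reach 50% but mean below 50%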;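 further: 0% = complete ARNT plus TACC3 wells and 100% = ARNT alone without TACC3; many hits fall short of the cut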
DENV2 CPE: DENV2-induced cell death inhibition | DENV2-infected cells, cytopathic effect rescue, plate reader | CPE inhibition, % at 9.99 µM | 350,000 tested, 1.7% active | AID 651640; in the data active means CPE inhibition above about 20%, passing the limit was not always enough; inconclusive means no clear call, values can overlap the other calls; tested in BHK-21 cells;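 further: 0% = median of neutral control wells and 100% = median of positive control wells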
INS-1E GSIS act: primary screen for activators of insulin secretion dependent on glucose, INS-1E cells, GLuc reporter luminescence | INS-1E GLuc reporter insulin secretion, 2-3 h | activation, % at 16.6 µM | 370,000 tested, 0.61% active | AID 743287;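 active means lowest replicate activation of at least 40%, so every replicate reaches that level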;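 further: 0% = median of neutral control wells and 100% = median of IBMX positive control wells; some compounds called inactive have numbers as strong as hits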
ERp5 block: blocks human ERp5 reductase activity on insulin. AID 651711. inhibition, % at 9.99 µM. 350,000 tested, 0.05% active. ERp5 insulin aggregation, absorbance 650 nm, 90 min;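 active means mean replicate inhibition above about 25%, with every replicate also reaching it, limit read from the data, passing the limit was not always enough; inconclusive means only one of those two criteria met; inactive means neither criterion met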
Target sequence (Q15084 whole entry, looked up): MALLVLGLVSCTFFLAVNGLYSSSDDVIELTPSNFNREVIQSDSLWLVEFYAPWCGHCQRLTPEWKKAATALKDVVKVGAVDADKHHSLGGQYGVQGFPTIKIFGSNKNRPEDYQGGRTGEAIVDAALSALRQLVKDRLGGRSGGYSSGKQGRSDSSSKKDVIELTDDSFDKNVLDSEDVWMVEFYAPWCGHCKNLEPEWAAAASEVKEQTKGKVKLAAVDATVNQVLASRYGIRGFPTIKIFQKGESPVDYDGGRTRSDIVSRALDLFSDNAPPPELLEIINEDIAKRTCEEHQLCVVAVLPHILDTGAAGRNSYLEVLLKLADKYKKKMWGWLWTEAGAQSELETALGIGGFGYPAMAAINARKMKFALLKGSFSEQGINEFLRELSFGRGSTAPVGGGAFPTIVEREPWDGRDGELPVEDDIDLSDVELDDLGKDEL
CFTR F508del cor: correctors of CFTR F508del function in bronchial epithelial cells. 350,000 tested, 0.36% active. activity (quench increase), % at 7.58 µM. CFBE cells, YFP halide quenching; stimulated with forskolin plus potentiator P3; % fluorescence drop versus neutral controls;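 active means mean added fluorescence quench of at least 8% versus neutral control, with both replicates also reaching 8%; inconclusive means only one of the mean or replicate conditions met; inactive means mean below 8% and not both replicates reaching 8%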;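 further: cells transiently co-express mutant CFTR-F508del with the halide-sensitive YFP; corrector assay measuring rescue of mutant channel to the surface after 24 h compound exposure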
PAX8 inh HTS: inhibitors of PAX8 transcriptional activity in RMG-I cells; RMG-I TPO-luciferase reporter, SteadyGlo, 24 h; inhibition, % at 12.6 µM; 360,000 tested, 1.2% active; AID 652154;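 active means mean replicate inhibition at least 60% with every replicate also reaching 60%; inconclusive means only one of the two criteria is met; inactive means mean below 60% and not all replicates reaching 60%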;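 further: luciferase light reporting Pax8 driven TPO promoter activity; plate controls were median of neutral control wells for no effect and mitoxantrone controls for full effect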
EWS-Fli inh: inhibitors of EWS/Fli oncoprotein transcriptional activity. A673 NR0B1-luciferase reporter, viability-normalised. inhibition, % at 12.6 µM. 350,000 tested, 0.67% active. AID 651661;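 active means mean inhibition of at least 50% after viability correction, with every replicate also passing that limit; inconclusive means mean reaches 50% but only one of two replicates passes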;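 further: firefly luciferase signal divided by Alamar Blue viability fluorescence both relative to DMSO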
XiGFP reactiv: activators of X-chromosome reactivation in mouse fibroblasts; XiGFP mouse fibroblasts, % GFP-positive cells imaging, 3 d; cells co-treated with 5-aza-dC sensitizer; scaled so ellipticine positive control = 100%; activation, % at 7.58 µM; 360,000 tested, 0.055% active;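 active means mean normalized replicate activation at least 10% and every replicate at or above 10%; inconclusive means only one of the two criteria met; inactive means mean below 10% and not all replicates reach 10%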;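 further: 0% = median of on-plate neutral control wells and 100% = ellipticine 6 µM median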
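System: XiGFP fibroblasts, SV40-immortalized. Medium: DMEM plus 5-aza-dC sensitizer. Doses: single point. Timing: 3 d treatment, 15 min room-temperature fixation. Control set: ellipticine 6 µM.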
* = called active by the depositor; ? = inconclusive; / = not tested or not shown; & = joins results of further samples; ! = repeats disagree.

Results follow in this order: ARNT-TACC3 inh | DENV2 CPE | INS-1E GSIS act | ERp5 block | CFTR F508del cor | PAX8 inh HTS | EWS-Fli inh | XiGFP reactiv
(1) CO[C@@H](CN(C)S(=O)(=O)c1ccccc1)[C@@H](C)CN(Cc1ccccc1Cl)[C@@H](C)CO
  -3 | 3 | -2 | -1 | -1.0 | / | 7 | -0.1
(2) CC(C)C(=O)Nc1nnc(Cc2c[nH]c3ccccc23)s1
  -7 | -3 | / | / | 1.0 | 11 | 9 | 0.0
(3) CC(C)CN(CC(C)C)C(=S)Nc1ccc(Cl)cc1
  4 | 4 | -32 | -4 | -3.4 | 6 | 8 | 0.1
(4) O=C(c1ccc(COCC(F)(F)F)o1)N1CCCC1
  -8 | -1 | 0 | -1 | 3.2 | 9 | 8 | -0.1
(5) COCC(=O)Nc1ccc2c(c1)C(=O)N(C)[C@@H]1CC[C@H](CC(=O)NCc3ccccc3Cl)O[C@H]1CO2
  -2 | 5 | 4 | / | 1.0 | 59 | -8 | 0.3
(6) C[C@H](CO)N1C[C@H](C)[C@@H](CN(C)Cc2cncnc2)Oc2ncc(-c3cncnc3)cc2C1=O
  -8 | 0 | 17 | -6 | 0.0 | 1 | -37 | -0.2
(7) Cc1ccc(C)c(NC(=S)N2CCN(S(C)(=O)=O)CC2)c1
  1 | 1 | 5 | 5 | 1.2 | 9 | / | -0.1
(8) CCN(C(=S)NCCOC)c1cccc2ccccc12
  3 | -1 | 19 | 0 | -5.4 | 10 | 1 | 0.0
(9) O=C(CSC(=S)N1CCOCC1)c1cc(Br)cc(Br)c1O
  / | 3 | 0 | -2 | 1.5 | 15 | 6 | 0.3
(10) O=C(NCc1nnc(SCC(=O)N2CCCCCC2)o1)c1ccccc1F
  2 | -5 | 3 | -3 | 1.5 | -15 | / | 0.0
(11) COc1ccc(C(C)(NC(C)=O)c2nc(-c3ccncc3)cs2)cc1 (configuration not stated)
  / | ? | -8 | 1 | -0.2 | 6 | 15 | 0.0
(12) COC(=O)c1ccc(C(=O)OC)c(NC(=S)N2CCN(c3ccccn3)CC2)c1
  -5 | 1 | 2 | -3 | 0.2 | -10 | 3 | 0.1
(13) COCC(=O)Nc1ccc2c(c1)[C@@H]1C[C@H](CC(=O)OC)O[C@H](CO)[C@@H]1O2
  / | 28*! | 19&-4 | -6&7 | 1.9&3.1 | -6 | -8 | 0.5&-0.1
(14) CC(C)NC(=O)Nc1ccc2c(c1)C(=O)N([C@H](C)CO)C[C@@H](C)[C@H](CN(C)S(=O)(=O)c1ccc(Cl)cc1)OCCCC[C@@H](C)O2
  -4 | 16 | -18 | -1 | -1.0 | 21 | 19 | -0.1
(15) C[C@H](CO)N1C[C@H](C)[C@@H](CN(C)S(=O)(=O)c2cccs2)OCCCC[C@H](C)Oc2ccc(NC(=O)Nc3ccc(F)cc3)cc2C1=O
  11 | -8 | -8 | -1 | 0.2 | -7 | 2 | 0.0
(16) CN(C)C(=O)C[C@@H]1CC[C@@H]2[C@H](COC[C@H](O)CN2CC2CCCC2)O1
  / | -7 | 7 | -3 | 4.0 | -8 | -4 | 0.2
(17) COc1ccc(C(=O)NN=C2CCCC2)c(OC)c1
  5 | -6 | 19 | 7 | -1.1 | -15 | -20 | -0.1
(18) COc1ccccc1-c1ccc2c(c1)C(C)(Cc1cc(Cl)ccc1C(F)(F)F)C(=O)N2 (configuration not stated)
  / | -1 | 6 | -1 | -3.4 | -11 | 14 | 0.0
(19) CCCNC(=O)N1[C@H](C#N)[C@H](c2ccc(C3=CCCCC3)cc2)[C@H]1CO
  1 | -4 | 6 | 0 | 3.9 | 5 | -5 | 0.3
(20) C=CCn1c(=NC(=O)C2COc3ccccc3O2)sc2cc(S(N)(=O)=O)ccc21 (configuration not stated)
  -11 | / | -7 | / | / | -3 | / | 0.0
(21) Cc1ccc(OCc2nc(-c3cccs3)no2)c([N+](=O)[O-])c1
  3 | -5 | 5 | 4 | -0.6 | -103 | 2 | 0.2
(22) O=C(C[C@@H]1CC[C@H](NS(=O)(=O)c2ccc(F)cc2)[C@@H](CO)O1)NCCc1ccncc1
  -10 | -8 | 13 | 9 | -1.5 | -18 | 2 | 0.2
(23) CN1CCC(=O)N([C@H](CO)Cc2ccccc2)CC1
  -1 | -5 | 3 | 0 | -1.4 | -15 | -4 | 0.0
(24) CC(C)=CCC/C(C)=C/CNC(=O)C[C@H]1C[C@H](C(=O)N2CCOCC2)[C@@]2(C)c3[nH]c4cc(CCC(=O)N(C)C)ccc4c3CCN2C1=O
  -3 | -6 | -15 | -2 | 3.2 | 1 | 4 | -0.1
(25) C[C@@H]1CCCCO[C@@H](CN(C)C(=O)Nc2ccc(F)cc2)[C@H](C)CN([C@@H](C)CO)C(=O)c2cc(NC(=O)Nc3ccc(F)cc3)ccc2O1
  5 | ? | -17 | 0 | -0.1 | -18 | -5 | 0.1
(26) CN(C)CC#Cc1ccc([C@@H]2[C@@H](CO)N3CCCCN(C(=O)C4CCCC4)C[C@@H]23)cc1
  -2 | -2 | / | 0 | -0.3 | -3 | -1 | /
(27) CC(C)COC(=O)N(C)C[C@@H]1OCc2ccccc2-c2c(n(C)c3ccccc23)C(=O)N([C@H](C)CO)C[C@H]1C
  1 | 1 | 22 | -3 | -0.5 | 13 | 1 | 0.3
(28) CN(C1CCCCC1)S(=O)(=O)c1ccc2c(c1)c(=O)c(C(=O)O)cn2C
  / | 3 | 10 | -7 | 5.2 | 4 | 3 | 0.0
(29) O=C(N1CCCCC1)N1CCN(S(=O)(=O)c2ccc(Cl)cc2)CC1
  4 | 15 | 2 | 6 | -1.2 | 20 | 7 | 0.0
(30) OCC(O)C1OC(c2ccccc2)OC(CO)C1O (configuration not stated)
  -1 | -15 | 5 | 1 | -0.4 | / | -6 | /
(31) COCc1ccc([C@@H]2C[C@H]3CN(Cc4cccc(Cl)c4)C(=O)[C@]34CCCN24)o1
  -1 | -11 | -17 | -9 | -2.3 | 6 | -2 | 0.1
(32) CCc1ccc(N(C(=O)c2ccco2)C(C(=O)NC2CCCC2)c2ccncc2)cc1 (configuration not stated)
  8 | 7 | -10 | 2 | 0.1 | -37 | -14 | 0.0
(33) CC(C)(CNC(=O)c1cc(-c2ccc(Cl)s2)nc2ccccc12)N1CCOCC1
  0 | 6 | 13 | 0 | 0.5 | 22 | -4 | 0.1
(34) COC(=O)N/N=C\c1ccc(OC/C=C/c2ccccc2)c(OC)c1
  / | -10 | -4 | 2 | -1.7 | -9 | / | 0.7
(35) CC(=O)Oc1ccc2c(c1)CCC1C2CCC2(C)C(OC(C)=O)CCC12 (configuration not stated)
  -12 | / | / | 1 | -0.5 | / | 25 | /
(36) C[C@@H]1CCCCO[C@@H](CN(C)C(=O)Nc2ccc(F)cc2)[C@@H](C)CN([C@H](C)CO)C(=O)c2cc(NC(=O)CCCN(C)C)ccc2O1
  -11 | -5 | 13 | 6 | -2.9 | -20 | -16 | -1.2
(37) Cc1ccc(-c2cnc(SCCNC(=O)c3ccco3)[nH]2)cc1
  1 | 6 | 35 | -3 | 0.6 | -12 | -11 | 0.0
(38) COc1cccc(CN2CCC3(CC2)CN(C(=O)C2CC2)[C@H](CO)c2c3c3ccc(OC)cc3n2C)c1
  / | -6 | -2 | 3 | -2.8 | / | 33 | 0.2
(39) CNC[C@@H]1Oc2ccc(NC(=O)C3CCCCC3)cc2C(=O)N([C@H](C)CO)C[C@@H]1C
  / | -2 | 3 | 1 | -1.0 | -1 | 7 | -0.6
(40) CC(=O)Nc1ccc(NC(=O)CCCCCn2nnc3ccccc3c2=O)cc1
  -4 | 8 | 26 | -1 | -2.6 | -1 | 7 | 0.2
(41) O=C(c1ccccc1)c1ccc(C(=O)N2CCN(c3ccc(O)cc3)CC2)cc1
  10 | -4 | 1 | / | 2.8 | 0 | -8 | 0.2
(42) COCC(=O)NC[C@@H]1[C@H](c2ccccc2)[C@H](CO)N1C(C)=O
  -5 | -6 | 0 | -2 | 0.7 | 0 | 6 | 0.2
(43) CCN(CC(=O)Nc1cc(Cl)ccc1C)C(=O)CCS(=O)(=O)c1ccc(C)cc1
  18 | 12 | 16 | -2 | 3.1 | 10 | -6 | 0.3
(44) O=C(CSc1nc2ccccc2s1)N/N=C/c1ccco1
  8 | / | 32 | / | / | -3 | / | 0.0
(45) O=Cc1cn(-c2ccccc2)nc1-c1ccncc1
  3 | 0 | / | -3 | 2.9 | -27 | -31 | 0.5
(46) CSCCC(NS(=O)(=O)c1ccc(Cl)cc1)C(=O)N1CCN(c2ccccc2)CC1 (configuration not stated)
  0 | -10 | -41 | -2 | 1.7 | -6 | -4 | 0.2
(47) C[C@@H]1CCCCO[C@@H](CN(C)C(=O)CCCN(C)C)[C@H](C)CN([C@@H](C)CO)C(=O)c2cc(NC(=O)c3ccccc3)ccc2O1
  / | / | 15 | / | -2.4 | -6 | -2 | -0.6
(48) CCCNC(=O)Nc1ccc2c(c1)C(=O)N(C)[C@@H]1CC[C@H](CC(=O)O)O[C@@H]1CO2
  -23 | 1 | -1 | / | 2.6 | -19 | -1 | 0.1
(49) O=c1cc(-c2ccccc2)oc2ccc3ccccc3c12
  / | 5 | 9 | -1 | 0.9 | 91* | 81* | 0.8
(50) CSc1nnc(CCCCCNC(=O)OC(C)(C)C)o1
  -4 | -4 | -11 | -1 | -0.9 | -2 | 9 | 0.0
(51) C[C@@H]1CN([C@H](C)CO)C(=O)c2cccc(NC(=O)c3ccncc3)c2O[C@@H]1CN(C)Cc1ccc(Oc2ccccc2)cc1
  -11 | 0 | -21 | -1 | 0.3 | -5 | -2 | 0.2
(52) O=C(NNC(=O)c1cccs1)c1ccco1
  -31 | ? | -2 | 4 | -1.5 | 0 | -7 | 0.1
(53) CC(C)(C)OC(=O)C[C@H]1C/C=C\C[C@@H](CC(=O)NCCO)C(=O)NC[C@@H](c2ccccc2)OC1=O
  -5 | -6 | -2 | 3 | 0.3 | -9 | -7 | 0.0
(54) CNC[C@@H]1OCCCC[C@@H](C)Oc2ccc(NS(C)(=O)=O)cc2C(=O)N([C@H](C)CO)C[C@@H]1C
  -6 | 0 | 14 | 6 | 0.0 | -20 | -2 | 0.1
(55) O=c1oc2ccc(C#CC3(O)CCCCC3)cc2cc1-n1cc(-c2ccccn2)nn1
  1 | 12 | -7 | 5 | 2.1 | 3 | 18 | 0.5
(56) CCS(=O)(=O)N1CCC2(CC1)CN(C(=O)Cc1ccccn1)[C@H](CO)c1[nH]c3cc(OC)ccc3c12
  / | 13 | -10 | 12 | -1.6 | -15 | / | 0.2

Record cards (already shown). Order of values: ARNT-TACC3 inh | DENV2 CPE | INS-1E GSIS act | ERp5 block | CFTR F508del cor | PAX8 inh HTS | EWS-Fli inh | XiGFP reactiv
CCN(CC(=O)Nc1cc(Cl)ccc1C)C(=O)CCS(=O)(=O)c1ccc(C)cc1 as listed: 18 | 12 | 16 | -2 | 3.1 | 10 | -6 | 0.3
CCS(=O)(=O)N1CCC2(CC1)CN(C(=O)Cc1ccccn1)[C@H](CO)c1[nH]c3cc(OC)ccc3c12 as listed: / | 13 | -10 | 12 | -1.6 | -15 | / | 0.2
